Compound activity from PubChem.
BB579 growth dn – growth inhibitors of yeast BB579 in restrictive medium, primary screen, yeast lifespan-shortening project, S. cerevisiae. OD615, 48 h. inhibition, % at 10 µM. 140,000 compounds, 0.51% hits;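 active = inhibition above a set limit, 3 SD over the mean compound inhibition, cut at about 44% in these data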; note: inactives centre near -24
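Assay system – yeast BB579 (DeaD) · Dosing – single compound dose of 10 µM, 0.25% DMSO final · Detection – OD615 turbidity measurement · Buffer or medium – CSMM-D restrictive synthetic medium containing dextrose (glucose) · Benchmarks – positive control amphotericin B 10 µg/mL · Incubation – 48 h exposure, 30 °C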
Phagocyt inh – inhibitors of macrophage phagocytosis, primary screen, imaging, J774A.1 cells, IgG beads; J774A.1 macrophage IgG-bead phagocytosis; inhibition, % at 5 µM; 110,000 compounds, 0.07% hits;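 active = inhibition above the mean of the plate negative controls plus 5 SD, cut at about 13% in these data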;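 note: phagocytic index as fraction of beads internalized from green versus red external bead signal; plate controls were DMSO negative control for no effect and cytochalasin-D positive control for full effect; some results beyond the cut were filed as inactive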
HCT116 bCat-KO – primary screen for growth suppressors in beta-catenin knockout HCT116 cells (colon tumor, human). HCT116 beta-catenin knockout viability, CellTiter-Glo, 60 h; active compounds read low. AID 818, 2007. viability, % at 10 µM. 140,000 compounds, 1.5% hits;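 active = viability at or under a set limit, the compound median less 4 SD, cut at about 6% in these data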;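 note: 0% = Hyamine 1622 control at 20 µM and 100% = untreated cell control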
NPY Y2 blocker – NPY-Y2 receptor antagonists, primary screen, cell-based; Neuropeptide Y receptor type 2 (Homo sapiens), P49146; NPY-Y2 expressing cells, antagonist mode; inhibition, % at 2.7 µM; 140,000 compounds, 0.99% hits; AID 793, 2007; in the data active = inhibition above about 17%;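 note: 0% = vehicle with agonist challenge and 100% = reference antagonist with challenge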
Target sequence (P49146 whole entry, looked up): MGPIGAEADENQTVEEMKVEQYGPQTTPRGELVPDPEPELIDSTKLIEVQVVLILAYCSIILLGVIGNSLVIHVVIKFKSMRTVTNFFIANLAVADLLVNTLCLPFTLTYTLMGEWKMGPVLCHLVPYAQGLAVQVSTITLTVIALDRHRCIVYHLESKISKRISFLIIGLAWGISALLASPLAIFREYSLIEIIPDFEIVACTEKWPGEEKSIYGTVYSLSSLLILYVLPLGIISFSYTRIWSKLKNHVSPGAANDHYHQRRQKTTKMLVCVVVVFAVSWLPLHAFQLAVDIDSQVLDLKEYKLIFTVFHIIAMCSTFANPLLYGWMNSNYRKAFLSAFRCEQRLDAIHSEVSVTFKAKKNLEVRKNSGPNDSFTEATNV
Yeast lifespan up – compounds extending yeast replicative lifespan, primary screen, S. cerevisiae, OD615 | S. cerevisiae growth with nicotinamide; deaD strain in restrictive glucose medium | 130,000 compounds, 0.68% hits | AID 775, 2007 | inhibition of the nicotinamide effect, % at 10 µM;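 active = inhibition above a set limit, placed 3 SD over the median of all compounds, cut at about 26% in these data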;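 note: 0% = nicotinamide-treated wells and 100% = cells grown without nicotinamide; some compounds called inactive have numbers as strong as hits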
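assay system = DeaD-strain S. cerevisiae | measured by = absorbance at 615 nm | probe or stimulus = nicotinamide 1.5 mM | buffer or medium = CSMM-D glucose medium, restrictive | times = 48 h at 30 °C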
MRP1 act – H69AR viability gain despite doxorubicin, primary screen, MRP-1 activator project, H69AR cells, CellTiter-Glo. viability rescue. viability increase, % at 10 µM. 140,000 compounds, 0.61% hits;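 active = viability gain under doxorubicin at or above a set limit, the compound median plus 3 SD, cut at about 4.7% in these data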;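 note: MRP-1 overexpressing cells given doxorubicin 25 µM after compound pretreatment; 18-22 h compound pretreatment then 72 h with doxorubicin before readout; 0% = doxorubicin-only wells and 100% = vehicle-treated cells without doxorubicin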
Measles CPE – compounds protecting cells from measles virus cytopathic effect, primary screen, measles RdRp inhibitor project, single point, MLSMR library, absorbance | Measles virus-infected cells, CPE protection | protection (pct of control), % at 4 µM | 140,000 compounds, 1.5% hits; in the data active = protection mostly above about 24%, no sharp cut-off; inactive = mostly below about 26%; note: some compounds called inactive have numbers as strong as hits
HCT116 PTEN-null – growth suppression of PTEN-null HCT116, primary screen, cell-based, CellTiter-Glo; HCT116 PTEN-null viability, 60 h; active compounds read low; viability, % at 10 µM; 140,000 compounds, 1.2% hits; AID 827, 2007;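 active = viability at or below a set limit, 4 SD under the median of all tested compounds, cut at about 3.7% in these data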;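 note: PTEN knockout HCT116 line with beta catenin targeted HCT116 as companion control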
E-sel TNF inh – E-selectin induction blockers in HUVEC – imaging, immunofluorescence, high content, primary screen; 120,000 compounds, 0.71% hits; HUVEC TNFa-induced E-selectin immunofluorescence; inhibition, % at 2 µM;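 active = inhibition above the batch mean plus 3 SD, and confirmed as a hit on visual image review, cut at about 43% in these data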;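 note: 0% = TNF-stimulated DMSO wells and 100% = unstimulated control wells; not every result past the cut was called active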
GALR2 blocker – GALR2 antagonists in receptor-expressing cells, primary screen | Galanin receptor type 2 (Homo sapiens), O43603 | antagonist mode | inhibition, % at 4 µM | 140,000 compounds, 0.39% hits | AID 828, 2007; in the data active = inhibition above about 27%;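 note: cells stimulated with galanin 1-16 at roughly its EC80; 0% = agonist challenge control and 100% = basal control without agonist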
Target sequence (O43603 whole entry, looked up): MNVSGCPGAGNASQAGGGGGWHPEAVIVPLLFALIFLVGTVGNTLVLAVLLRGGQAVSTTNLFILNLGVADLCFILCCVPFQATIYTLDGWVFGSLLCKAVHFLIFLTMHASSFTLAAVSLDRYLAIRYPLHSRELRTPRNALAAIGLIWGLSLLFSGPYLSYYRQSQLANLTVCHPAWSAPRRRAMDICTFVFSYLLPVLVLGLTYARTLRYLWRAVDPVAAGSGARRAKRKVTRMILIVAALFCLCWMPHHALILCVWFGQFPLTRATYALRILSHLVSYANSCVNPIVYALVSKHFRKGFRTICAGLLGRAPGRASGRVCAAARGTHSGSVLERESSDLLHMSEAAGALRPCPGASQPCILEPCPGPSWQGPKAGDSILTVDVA
Numbers without * were called inactive; x = not tested or not shown.

entry | Molecule | BB579 growth dn | Phagocyt inh | HCT116 bCat-KO | NPY Y2 blocker | Yeast lifespan up | MRP1 act | Measles CPE | HCT116 PTEN-null | E-sel TNF inh | GALR2 blocker
1 | Cc1ccc(N2CCN(CCCN3C(=O)C4CCCN4C3=O)CC2)cc1 (centres undefined) | -40 | 2 | 99 | 3 | 5 | -0.8 | 9 | 100 | x | -12
2 | O=C(NCc1ccccn1)c1c(O)c2cccc3c2n(c1=O)CC3 | 2 | x | 0.9* | 2 | 2 | -1.9 | 18 | 0.6* | 34 | -4
3 | Cc1ccc(C(=O)NC(=S)Nc2ccc(S(=O)(=O)N(C)c3ccccc3)cc2)cc1 | -77 | -1 | 83 | 3 | 4 | -0.9 | 29 | 97 | 15 | 0
4 | O=C(O)c1cccc(-c2nc3ccccc3[nH]2)c1 | -6 | -11 | 92 | 2 | 0 | -0.7 | 19 | 94 | -1 | -4
5 | COc1cccc2c(=O)c(C(=O)NCc3cccs3)c[nH]c12 | -48 | x | 77 | -3 | -11 | -3.8 | 3 | 88 | 27 | 11
6 | CC12CCC(C(=O)N3CCCCCC3)(OC1=O)C2(C)C (centres undefined) | -63 | 0 | 89 | -2 | 4 | 0.3 | 5 | 93 | 24 | -3
7 | Cc1ccc(Nc2cnn(C34CC5CC(CC(CC(=O)O)(C5)C3)C4)c(=O)c2Cl)cc1 | -16 | x | 90 | 3 | -18 | 0.2 | 14 | 88 | 11 | -8
8 | COc1ccc(-n2cnnc2SCC(=O)Nc2ccc(N3CCOCC3)cc2)cc1 | -34 | x | 96 | -1 | 4 | -1.2 | 12 | 94 | -21 | -3
9 | O=C(COc1ncnc2c(Cl)cc(Cl)cc12)Nc1cc([N+](=O)[O-])ccc1Cl | -64 | -6 | 92 | 1 | 2 | -3.2 | 4 | 88 | x | -4
10 | CC(C)NC(=O)c1ccc2c(=O)n(Cc3ccco3)c(=S)[nH]c2c1 | -17 | x | 87 | -1 | -23 | -3.6 | 4 | 111 | 43 | 5
11 | O=C(CSc1nnc(-c2ccc(O)cc2)n1Cc1ccco1)N1CCc2ccccc2C1 | -53 | 0 | 97 | 2 | -8 | -3.8 | 12 | 93 | 20 | 12
12 | O=C(NCCCN1CCN(Cc2ccccc2)CC1)C1CCN(S(=O)(=O)N2CCCC2)CC1 | 27 | -5 | 84 | 8 | -32 | -2.8 | 8 | 73 | 7 | -2
13 | COc1cc(NC(=O)Cc2nn(C)c(=O)c3ccccc23)cc(OC)c1 | -13 | -2 | 74 | 0 | -20 | -4.2 | 2 | 76 | 5 | 18
14 | COC(=O)c1ccc(CSc2nc(C)nc3c2c(=O)n(C)c(=O)n3C)o1 | -27 | x | 95 | x | -10 | -0.9 | 13 | 95 | x | x
15 | C=CCn1c(CCCOc2ccc(Cl)cc2Cl)n[nH]c1=S | -39 | -6 | 91 | 5 | 16 | -0.5 | 8 | 95 | x | 1
16 | c1cncc(-c2nnc3sc(-c4ccco4)nn23)c1 | -24 | 1 | 90 | 1 | -13 | -0.5 | 12 | 91 | -6 | -16
17 | COc1ccc(-c2[nH]c(-c3ccc(F)cc3)nc2SCC(=O)NCc2ccco2)cc1OC | -59 | 0 | 87 | 1 | -4 | -1.1 | 7 | 97 | x | 2
18 | Cc1cccc(Nc2nnc(SCC(=O)Nc3ccccc3[N+](=O)[O-])s2)c1C | -9 | -7 | 83 | 4 | -2 | -1.7 | 16 | 75 | x | -1
19 | O=C(Cn1cc2c(n1)CCCCC2)N1CCCCC1 | 1 | 0 | 101 | 5 | -8 | -0.6 | 2 | 92 | -11 | 18
20 | CCOC(=S)N/C(=N\S(=O)(=O)c1ccc(C)cc1)c1ccccc1 | -6 | 0 | 77 | 1 | -4 | -1.2 | 2 | 93 | -30 | 6

The closing six compounds of the part above lead into the next:
entry | Molecule | BB579 growth dn | Phagocyt inh | HCT116 bCat-KO | NPY Y2 blocker | Yeast lifespan up | MRP1 act | Measles CPE | HCT116 PTEN-null | E-sel TNF inh | GALR2 blocker
15 | C=CCn1c(CCCOc2ccc(Cl)cc2Cl)n[nH]c1=S | -39 | -6 | 91 | 5 | 16 | -0.5 | 8 | 95 | x | 1
16 | c1cncc(-c2nnc3sc(-c4ccco4)nn23)c1 | -24 | 1 | 90 | 1 | -13 | -0.5 | 12 | 91 | -6 | -16
17 | COc1ccc(-c2[nH]c(-c3ccc(F)cc3)nc2SCC(=O)NCc2ccco2)cc1OC | -59 | 0 | 87 | 1 | -4 | -1.1 | 7 | 97 | x | 2
18 | Cc1cccc(Nc2nnc(SCC(=O)Nc3ccccc3[N+](=O)[O-])s2)c1C | -9 | -7 | 83 | 4 | -2 | -1.7 | 16 | 75 | x | -1
19 | O=C(Cn1cc2c(n1)CCCCC2)N1CCCCC1 | 1 | 0 | 101 | 5 | -8 | -0.6 | 2 | 92 | -11 | 18
20 | CCOC(=S)N/C(=N\S(=O)(=O)c1ccc(C)cc1)c1ccccc1 | -6 | 0 | 77 | 1 | -4 | -1.2 | 2 | 93 | -30 | 6
21 | COc1cccc(CNC(=O)C2CCN(C(=O)N(C)C)CC2)c1 | -38 | 0 | 114 | 2 | -15 | -2.0 | 5 | 102 | 12 | -8
22 | COC(=O)c1ccc(C(=O)OC)c(NC(=S)N2CCCC(C)C2)c1 (centres undefined) | -43 | -6 | 103 | -2 | -2 | -2.2 | 7 | 104 | 4 | -2
23 | N=c1ncn(CC(O)CN2CCOCC2)c2nc(N3CCOCC3)[nH]c12 (centres undefined) | -11 | -2 | 107 | -2 | -15 | -0.8 | 6 | 97 | 11 | -10
24 | O=S(=O)(NCC1CCCO1)c1cnc(Cl)c(Cl)c1 (centres undefined) | -21 | -5 | 69 | 1 | 7 | -3.2 | 4 | 81 | x | 3
25 | c1cnc(N2CCSCC2)nc1 | -19 | -1 | 98 | -2 | -6 | -1.0 | 6 | 94 | x | -25
26 | COc1ccc([N+](=O)[O-])cc1NC(=O)CSc1ccc2ccccc2c1 | -27 | -7 | 51 | 6 | 1 | -5.7 | 7 | 48 | x | 10
27 | CCC(Oc1ccc2ccccc2c1)C(=O)O (centres undefined) | -44 | 2 | 102 | 12 | -12 | -1.2 | 0 | 87 | 3 | 0
28 | CN(C1CCCCC1)S(=O)(=O)c1ccccc1 | 3 | -4 | 74 | 3 | -7 | -3.0 | 15 | 76 | 6 | 2
29 | CCc1nc(SCC(=O)c2ccc(Cl)s2)c2oc3ccccc3c2n1 | -19 | 4 | 73 | 9 | -18 | 1.1 | 2 | 78 | 1 | -3
30 | c1ccc(Cc2nn[nH]n2)cc1 | -31 | 0 | 96 | -2 | 0 | -1.6 | 31 | 94 | 4 | 2
31 | CCc1c(C(=O)Nc2cc(C)cc(C)c2)[nH]c(C)c1C(C)=O | -37 | -1 | 79 | 4 | -9 | -0.3 | 6 | 75 | 3 | 7
32 | COc1ccc(/C=N/NC(=O)CCSc2nc3ccccc3s2)cc1OC | -2 | 0 | 88 | 1 | -7 | -1.5 | 4 | 82 | -15 | -5
33 | NC(=O)C1(N2CCCCC2)CCN(C2CC(=O)N(Cc3ccc(N4CCCC4=O)cc3)C2=O)CC1 (centres undefined) | -74 | -2 | 104 | 3 | 1 | -0.5 | 22 | 107 | -12 | -2
34 | Cc1cccc(N(CC(=O)N/N=C/c2cc([N+](=O)[O-])ccc2Cl)S(C)(=O)=O)c1C | -9 | x | 8 | 0 | -1 | -4.4 | 4 | 9 | 13 | 7
35 | COc1ccc(CNC(=O)c2ccc3nccnc3c2)cc1 | -39 | -1 | 104 | 1 | -12 | 0.4 | 3 | 109 | -6 | 12
36 | Cc1ccc(Sc2c(C)nn(C(=O)C3CC3)c2C)cc1 | -35 | 1 | 89 | 4 | -5 | 1.8 | x | 92 | x | -10
37 | CC(C)(C)NCC1(CO)SC(N)=NC1=O (centres undefined) | -28 | 1 | 82 | -1 | -4 | -0.1 | 4 | 86 | 1 | 4
38 | CC(C)OCCCNCc1cccs1 | 7 | x | 98 | 0 | -19 | -2.2 | 8 | 97 | -11 | 3
39 | O=S1(=O)CC2N=C(N(Cc3c(F)cccc3Cl)c3ccccc3F)SC2C1 (centres undefined) | -21 | -13 | 64 | 0 | 9 | -4.7 | 6 | 79 | x | -3
40 | COc1cc2c(cc1NC(=O)c1cccc(Br)c1)CCCC2 | -44 | 2 | 75 | 6 | 4 | -0.5 | 1 | 81 | -44 | -3

The last 2 entries of the part above come first, to join the parts.
entry | Molecule | BB579 growth dn | Phagocyt inh | HCT116 bCat-KO | NPY Y2 blocker | Yeast lifespan up | MRP1 act | Measles CPE | HCT116 PTEN-null | E-sel TNF inh | GALR2 blocker
39 | O=S1(=O)CC2N=C(N(Cc3c(F)cccc3Cl)c3ccccc3F)SC2C1 (centres undefined) | -21 | -13 | 64 | 0 | 9 | -4.7 | 6 | 79 | x | -3
40 | COc1cc2c(cc1NC(=O)c1cccc(Br)c1)CCCC2 | -44 | 2 | 75 | 6 | 4 | -0.5 | 1 | 81 | -44 | -3
41 | C#CC[N+](C)(C)CCCCCCCCCC | 8 | -11 | 13 | 0 | -5 | -4.2 | 28* | 12 | x | -4
42 | CCCCc1nnc(NC(=O)C(C)Sc2nc(C)cc(=O)[nH]2)s1 (centres undefined) | -22 | x | 95 | 20* | -9 | -3.0 | 9 | 103 | 5 | 9
43 | Cc1cc(C)c(Cn2c(=O)n(CCCC(=O)NCc3ccco3)c(=O)c3sccc32)c(C)c1 | -19 | x | 80 | 15 | -9 | -0.5 | 4 | 93 | 12 | -11
44 | CCOC(=O)C1=C(C)NC(=O)NC1c1cn(-c2ccccc2)nc1-c1cccs1 (centres undefined) | -31 | -1 | 76 | 1 | -13 | 0.5 | 4 | 76 | -27 | 2
45 | CC1(C)CC(=O)c2cc(OCC(=O)NCC3CCCO3)ccc2O1 (centres undefined) | 7 | -1 | 89 | 1 | -4 | -0.1 | 2 | 95 | -2 | 7
46 | O=C(OCC(=O)N1CCN(C(=O)c2ccco2)CC1)c1cc(=O)c2ccccc2o1 | -33 | 2 | 96 | 1 | -1 | 0.5 | 6 | 118 | -10 | -4
47 | CC(C)(C)C(=O)NC(=S)NCc1ccccc1 | 4 | -1 | 92 | -1 | -2 | -3.5 | 5 | 96 | x | 0
48 | Cc1ccc(C2=CSC3=NS(=O)(=O)CCN23)cc1C | -23 | x | 102 | -1 | -10 | 0.5 | 36 | 103 | 7 | 6
49 | CN(C)C(CNS(=O)(=O)c1ccc(Br)cc1)c1cccnc1 (centres undefined) | -36 | x | 98 | 1 | -3 | -2.6 | 13 | 101 | 22 | 7
